From PubChem
HIF activator = HIF pathway transcriptional activation; U2OS HRE-luciferase reporter, luminescence; normalized: DMSO 0%, desferrioxamine 100%; activation, % at 7.5 µM (by protocol); actives 0.32% (n = 300,000); AID 1910;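 active = mean activation of at least 10% of the iron chelator positive control signal, with at least half of replicates also reaching 10%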
TRPC4 potent = TRPC4 (mouse) allosteric potentiation. actives 0.42% (n = 310,000). Q9QUQ5. HEK293 TRPC4beta/mu-opioid, DAMGO EC20, Fluo-4 Ca2+ flux; stronger effect = higher value. B-score at 10 µM. AID 2227;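 active = B-score of calcium response area above 5 SD of library B-scores, with initial fluorescence ratio within 5 SD of library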;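 note: B-score of integrated fluorescence ratio over time as area under calcium response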
IEC-6 tox = kills IEC-6 intestinal cells in KLF5 counter-screen | IEC-6 cytotoxicity, luminescence viability | inhibition, % at 5 µM | actives 0.78% (n = 290,000) | AID 1825; in the data active = inhibition above about 22%;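 note: 0% = plate median of test compound wells and 100% = cytotoxic reference compound wells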
aSyn 5UTR inh = 5' untranslated region of α-synuclein, MLPCN primary screen; alpha-synuclein 5'UTR reporter, inhibitor activity; AID 1813; inhibition, % (tested at 7.5 µM); actives 0.82% (n = 300,000); in the data active = inhibition above about 60%;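 note: H4 neuroglioblastoma cells stably carrying SNCA 5'UTR luciferase fusion; 0% = DMSO wells and 100% = positive control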
TRPC6 inhibitor = inhibitors of mouse TRPC6 channel; actives 1.1% (n = 310,000); AID 2553; Q61143; HEK293-TRPC6, membrane potential dye, ACh-evoked depolarization; stronger effect = lower value; B-score at 10 µM;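 active = B-score under library mean minus 3 SD, initial fluorescence not abnormally high, positive integrated signal ratio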;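 note: B-score derived from integrated fluorescence ratio over the kinetic read; more negative B-score means stronger inhibition of depolarization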
Target sequence (Q61143 whole entry, looked up): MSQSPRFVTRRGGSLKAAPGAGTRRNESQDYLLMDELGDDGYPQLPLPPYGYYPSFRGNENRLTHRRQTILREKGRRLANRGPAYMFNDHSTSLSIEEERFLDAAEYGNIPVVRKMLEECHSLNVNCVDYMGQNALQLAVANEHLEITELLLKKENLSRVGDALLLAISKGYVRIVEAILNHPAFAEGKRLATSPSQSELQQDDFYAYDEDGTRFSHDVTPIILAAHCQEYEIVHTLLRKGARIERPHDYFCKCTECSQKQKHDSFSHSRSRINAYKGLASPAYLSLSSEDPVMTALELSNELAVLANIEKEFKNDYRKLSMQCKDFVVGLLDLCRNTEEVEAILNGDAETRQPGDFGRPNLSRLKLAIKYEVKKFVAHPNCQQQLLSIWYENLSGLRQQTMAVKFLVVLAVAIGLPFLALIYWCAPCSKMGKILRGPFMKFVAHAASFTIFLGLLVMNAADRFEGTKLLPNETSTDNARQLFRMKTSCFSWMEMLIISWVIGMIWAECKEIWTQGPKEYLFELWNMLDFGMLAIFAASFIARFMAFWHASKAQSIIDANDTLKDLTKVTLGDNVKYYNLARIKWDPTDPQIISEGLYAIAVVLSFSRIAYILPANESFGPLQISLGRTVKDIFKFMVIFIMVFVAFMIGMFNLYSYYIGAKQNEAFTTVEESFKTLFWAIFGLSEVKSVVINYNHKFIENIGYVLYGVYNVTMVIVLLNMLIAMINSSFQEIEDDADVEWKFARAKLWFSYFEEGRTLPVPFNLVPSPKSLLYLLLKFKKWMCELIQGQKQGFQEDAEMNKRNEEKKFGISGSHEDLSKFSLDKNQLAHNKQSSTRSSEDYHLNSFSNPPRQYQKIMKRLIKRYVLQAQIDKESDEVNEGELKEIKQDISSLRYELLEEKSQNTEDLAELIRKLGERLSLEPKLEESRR
SKKanGAS inh = SKKanGAS growth inhibition; actives 1.3% (n = 300,000); inhibition, % at 7.5 µM; S. pyogenes SKKanGAS, kanamycin growth, BacTiter-Glo, 6 h;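 active = mean replicate score, as percent of positive control median, at least 50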;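 note: strain carries kanamycin resistance gene driven by streptokinase promoter and grows in 40 µg/ml kanamycin; loss of luminescence reflects streptokinase promoter inhibition or plain growth inhibition; 0% = median of DMSO wells and 100% = positive control at its reference dose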
TRPC4 inh = TRPC4 (mouse) channel inhibition; HEK293 TRPC4beta/mu-opioid, DAMGO-evoked Fluo4 calcium flux; stronger effect = lower value; B-score at 10 µM; actives 0.39% (n = 300,000);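 active = B-score over 3 SD under the library average, no early fluorescence shift, positive overall ratio signal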
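Assay system: TRPC4beta/mu-opioid receptor HEK293 cell line; compound dosing: single concentration per test compound; detection: Fluo4 Ca2+ flux fluorescence; evaluation: per-well B score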
MrgX1 antag = human MrgX1 receptor antagonism, primary screen; Q96LB2; MRGX1-HEK293 calcium flux, Fluo-4, BAM8-22 antagonism; stronger effect = lower value; B-score at 10 µM; actives 1.3% (n = 310,000);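 active = calcium-response B-score plate-corrected more than 3 library SD below zero, starting fluorescence within 5 deviations, no agonist response on first addition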;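 note: peak minus trough fluorescence over baseline after final BAM8-22 challenge near maximal dose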
TRPC6 activator = activates the mouse TRPC6 cation channel. Q61143. B-score at 10 µM. HEK293-TRPC6 membrane potential dye fluorescence; stronger effect = higher value. actives 0.13% (n = 310,000);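 active = B-score of the integrated fluorescence ratio above library mean plus 3 SD, and starting fluorescence ratio within library mean plus 5 SD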;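 note: higher score means more depolarization so channel activation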
KLF5 inhibitor = suppresses KLF5 promoter-driven expression; DLD-1 KLF5 promoter-luciferase reporter, luminescence; inhibition, % at 5 µM; actives 0.23% (n = 290,000); AID 1700;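 active = inhibition above a per-plate limit of that plate's mean compound inhibition plus 3 SD, cut at about 60% in these data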;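 note: 0% = DMSO wells and 100% = LY294002 at 200 µM; higher means less KLF5 promoter-driven luciferase light; inactives centre near -14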
TRPC4 act = opens the mouse TRPC4 cation channel | B-score at 10 µM | actives 0.49% (n = 310,000) | HEK293 TRPC4beta/mu-opioid, Fluo4 calcium fluorescence; stronger effect = higher value;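 active = B-score above 5 SD of library B-scores, and initial fluorescence ratio not above library mean plus 5 SD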;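 note: positive B-score marks a calcium rise read as TRPC4 activation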
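Material: HEK293 stable line with TRPC4beta plus mu-opioid receptor; technique: Fluo4 calcium-sensitive dye fluorescence, kinetic, 1 Hz baseline; timing: Fluo4 dye loading 45 min at room temperature, 110 s recording; controls: assay buffer as low control, maximal DAMGO as high control; read-out: integrated baseline-normalised fluorescence ratio, converted to per-well B score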
The depositor's hits bear a star; i = inactive; nt = no result given.

Order of values – HIF activator	TRPC4 potent	IEC-6 tox	aSyn 5UTR inh	TRPC6 inhibitor	SKKanGAS inh	TRPC4 inh	MrgX1 antag	TRPC6 activator	KLF5 inhibitor	TRPC4 act
> Cn1c(C(=O)O)cc2cc(F)ccc21
 : 0.1	i	5	-45	i	-10	i	i	i	-26	i
> O=C(CN1CCN(C(c2ccccc2)c2ccccc2)CC1)N1CCN(c2ccccc2)CC1
 : 0.2	i	-2	-6	i	22	i	i	i	-30	i
> N/C(=N\OC(=O)C(c1ccccc1)c1ccccc1)c1ccccn1
 : 0.6	i	-2	-16	i	-17	i	i	i	-22	i
> C#CCNC(=O)C(C)c1ncc(C(F)(F)F)cc1Cl (stereo not drawn)
 : -0.2	i	-3	0	i	0	i	i	i	-3	i
> Cc1ccc(NC(=S)N2CCN(C(=O)C3CCCO3)CC2)cc1 (stereo not drawn)
 : -0.1	i	9	-5	i	24	i	i	i	5	i
> Cc1ccc(S(=O)(=O)N2CCC(=O)N(CCOC(=O)Nc3ccccc3C)CC2)cc1
 : 0.6	i	2	-13	i	-3	i	i	i	-10	i
> COc1cc2c(cc1OC)C1=NC(=O)CN1C(SCc1ccccc1C)=N2
 : 0.2	i	1	15	i	11	i	i	i	-18	i
> Cc1ccc(C)c(NC(=S)NC2CC3CCCC(C2)N3CC(C)C)c1 (stereo not drawn)
 : 0.1	i	1	-28	i	10	i	i	i	3	i
> CCOc1ccccc1-c1nc(-c2ccc(C)nc2OC)no1
 : 4.6	i	4	-207	i	-14	i	i	i	-81	i
> CC1CCN(c2nc(/C=C/c3ccccc3)nc3ccccc23)CC1
 : -0.3	i	-9	-87	-6.1*	14	i	i	i	-26	i
> COc1ccc(C(=O)Nc2ccnn2C2CCN(C(C)CSC)CC2)cc1 (stereo not drawn)
 : -0.8	i	-5	-22	i	9	i	i	i	-15	i
> CCOc1ccc(Br)cc1S(=O)(=O)NC1CC(C)(C)NC(C)(C)C1
 : 0.1	i	3	-5	i	-2	i	i	i	-40	i
> Cc1nn(C)cc1CN1CCC(CO)(CCOc2ccccc2)CC1
 : -0.2	i	4	13	i	2	i	i	i	-27	i
> O=C(c1cc(-c2ccc(Cl)s2)nc2ccccc12)N1CCCC1
 : -0.1	i	6	-5	i	0	i	i	i	-4	i
> CCc1nc(C)c(C(=O)N2CCCC(C(=O)Nc3cccc(-c4cccc(C)c4)c3)C2)o1 (stereo not drawn)
 : 3.7	i	-1	-77	i	-4	i	i	i	-52	i
> COC(=O)C(Cc1ccc(OC(=O)c2ccc(C(F)(F)F)cc2)cc1)N1Cc2ccccc2C1=O (stereo not drawn)
 : 1.6	i	8	-137	i	10	i	i	i	-35	i
> O=c1[nH]c(SCc2ccc(Cl)cc2)nc2ccsc12
 : 0.5	i	5	-40	i	3	i	i	i	-32	i
> O=[N+]([O-])c1ccc(Oc2cccc(F)c2)c2ccncc12
 : -0.3	i	1	8	i	10	i	i	i	-29	i
> O=C(NCCO)c1ccc2c(c1)S(=O)(=O)c1ccccc1C2=O
 : 0.6	i	6	-2	i	-5	i	i	i	-26	i
> COc1ccccc1C1CC(c2ccccc2)=NN1C(=O)c1ccccc1 (stereo not drawn)
 : -0.1	i	-4	10	i	1	i	i	i	-22	i
> Cc1ccc(CN2C(=O)CSc3ccc(C(=O)NCCN4CCOCC4)cc32)cc1
 : -0.3	i	-4	9	i	2	i	i	i	-22	i
> Nc1c(Cl)cc(Cl)cc1C(=O)OCC(=O)N1CCCC1
 : -0.4	i	1	-7	i	2	i	i	i	4	i
> O=C(NCc1ccccc1)c1onc(CSc2ccccc2)c1C(=O)NCC1CC1
 : -0.6	i	nt	14	i	42	i	i	i	nt	i
> CCCC(=O)N(CCN1CCOCC1)c1nc2c(C)ccc(C)c2s1
 : -0.2	i	2	4	i	-6	i	i	i	-7	i
> CCCc1cc(=O)c2c(O)cccc2o1
 : -0.1	i	-4	-20	i	-7	i	i	i	-16	i
> CCN(CC(=O)Nc1cc(Cl)ccc1C)C(=O)CCOc1ccc(C)cc1
 : 0.0	i	nt	29	i	0	i	i	i	nt	i
> CC1=C/C(=N\N=C2\NC(=O)C(CC(=O)Nc3ccccc3)S2)CC(C)(C)C1 (stereo not drawn)
 : -0.3	i	2	-12	i	6	i	i	i	4	i
> C/C(=N\NC(=O)Cc1c(C)[nH][nH]c1=O)c1cccc(Br)c1
 : -0.4	i	-2	1	i	-9	i	i	i	-38	i
> Cc1c(CCO)c(=O)[nH]n1C(=O)c1c(F)cccc1F
 : 0.3	i	-5	14	i	1	i	i	i	-11	i
> CCOc1cccc2sc(N(CCN(C)C)C(=O)c3cc4ccccc4cc3OC)nc12
 : -1.0	i	-4	32	i	7	i	i	i	0	i
> Cc1ccc(NC(=O)COc2ccccc2)cc1S(=O)(=O)N1CCCCCC1
 : -0.7	i	nt	8	i	-2	i	i	i	nt	i
> O=C(NNC(=O)c1ccc[nH]1)Nc1cccc(C(F)(F)F)c1
 : 1.0	i	0	-4	i	2	i	i	i	-65	i
> Cc1ccc(C(O)CN2C3=NCCN3c3ccccc32)cc1 (stereo not drawn)
 : -0.1	i	-2	11	i	-2	nt	i	i	-9	i
> N#Cc1cc2c(nc1SCC(=O)O)CCCC2
 : 0.0	i	12	22	i	-8	i	i	i	-10	i
> COc1ccc(-c2cc(C(=O)Nc3sc4c(c3C#N)CCCC4)c3ccccc3n2)cc1OC
 : 0.3	i	4	9	i	5	i	i	i	-17	i
> Cc1ccc(-c2nnn(CC(=O)N(CC(=O)NC3CCCCC3)c3cnc4ccccc4c3)n2)o1
 : -0.1	i	3	9	i	6	i	i	i	-44	i
> CS(=O)(=O)Cc1ccc(C(=O)NC2CCSc3ccccc32)cc1 (stereo not drawn)
 : -0.3	i	0	-8	i	4	i	i	i	7	i
> O=C(Nn1cnnc1)C1Cc2ccccc2CN1S(=O)(=O)c1ccc(F)cc1 (stereo not drawn)
 : -0.2	i	0	-4	i	2	i	i	i	-16	i
> CCNC(=S)N1CCC(C(N)=O)CC1
 : 0.5	i	-6	18	i	-4	i	i	i	-42	i
> Fc1ccc(COc2ccccc2CNCc2ccncc2)cc1
 : -0.5	i	0	-6	i	2	i	i	i	-21	i
> O=C(NCC1CCCO1)c1ccc(NC(=O)C2C3C=CC(C3)C2C(=O)O)cc1 (stereo not drawn)
 : -0.4	i	1	10	i	-5	i	i	i	-16	i
> COCCN1C(=O)c2ccccc2C(C(=O)NCc2ccco2)C1c1c[nH]c2ccccc12 (stereo not drawn)
 : -0.3	i	-1	30	i	-13	i	i	i	-27	i
> Cn1c(Cn2c(=O)sc3ccccc32)nnc1SCC(=O)NCc1ccco1
 : -0.3	i	-3	9	i	-1	i	i	i	-8	i
> COc1ccc(S(=O)(=O)NC(C(C)C)C(C)C)cc1OC
 : 0.1	i	-3	18	i	2	i	i	i	1	i
> Cc1cccc2c(C(=O)N3CCN(c4ccccc4)CC3)cc(-c3ccncc3)nc12
 : -0.8	i	71*	94*	i	-10	i	i	i	64*	i
> COCCNC(=O)CN(C(=O)CCC(=O)Nc1nccs1)c1ccc2c(c1)OCO2
 : -0.6	i	9	-7	i	2	i	i	i	-8	i
> CCNc1c(NS(=O)(=O)c2ccc([N+](=O)[O-])cc2)c(=O)oc2ccccc12
 : 0.0	i	-2	-10	i	2	i	i	i	-15	i
> O=C(NCCc1ccccc1)c1c(F)c(F)c(F)c(F)c1F
 : 0.9	i	4	3	i	2	i	i	i	-36	i
> CC(C)n1c(SCC(=O)Nc2ccc(F)cc2)nnc1C1CC1
 : -0.5	i	0	-9	i	-3	i	i	i	-19	i
> Cc1cccc(N2CCN(S(=O)(=O)c3ccc4c(c3)CC(C)N4C(=O)C3CC3)CC2)c1C (stereo not drawn)
 : 0.0	i	-9	8	i	0	i	i	i	-4	i
> COc1ccccc1N1CCN(Cc2cc(Br)c(O)c3ncccc23)CC1
 : 12*	i	1	77*	i	82*	i	i	i	93*	i
> COc1ccc(-c2csc(NCCc3nc4cc(Cl)c(Cl)cc4n3CCCO)n2)cc1
 : 0.4	i	nt	-43	i	32	nt	i	i	nt	i
> CC(=O)Nc1nc2ccccc2n1Cc1ccccc1C
 : 0.7	i	11	67*	i	25	i	i	i	0	i
> O=C(/C=C\c1cn(-c2ccccc2)nc1-c1cccs1)N1CCOCC1
 : 0.6	i	-4	-7	i	-7	i	i	i	-56	i
> COc1ccc(-c2cc(C(=O)NCc3cn(C)nc3C)c3ccccc3n2)cc1OC
 : 0.1	i	1	-30	i	1	i	i	i	-12	i
> Cc1ccc(C)c(N2CCN(C(=O)c3ccc(Cn4c(=O)[nH]c5ccccc5c4=O)cc3)CC2)c1
 : -0.8	i	3	22	i	45	i	i	i	16	i
> Nc1cc(-c2ccc(Cl)cc2)nn1S(=O)(=O)c1cccc2nsnc12
 : 0.0	i	6	5	i	-6	i	i	i	-24	i
> CCCCC12CN3CC(C)(CN(C1)C3c1ccc([N+](=O)[O-])o1)C2=O (stereo not drawn)
 : -0.1	i	-4	-21	i	-1	i	i	i	-34	i
> O=C(COc1ccc(Br)cc1)NCc1ccccn1
 : nt	i	-1	11	i	-3	i	i	i	0	i
> C=CCn1c(SCC(=O)Nc2ccccc2F)nc2ccccc2c1=O
 : 0.0	i	0	10	i	17	i	i	i	13	i

Exported in CSV form: entries from further up.
compound,HIF activator,TRPC4 potent,IEC-6 tox,aSyn 5UTR inh,TRPC6 inhibitor,SKKanGAS inh,TRPC4 inh,MrgX1 antag,TRPC6 activator,KLF5 inhibitor,TRPC4 act
Cc1cccc2c(C(=O)N3CCN(c4ccccc4)CC3)cc(-c3ccncc3)nc12,-0.8,i,71*,94*,i,-10,i,i,i,64*,i
COCCNC(=O)CN(C(=O)CCC(=O)Nc1nccs1)c1ccc2c(c1)OCO2,-0.6,i,9,-7,i,2,i,i,i,-8,i

Going on with the list:
Order of values – HIF activator	TRPC4 potent	IEC-6 tox	aSyn 5UTR inh	TRPC6 inhibitor	SKKanGAS inh	TRPC4 inh	MrgX1 antag	TRPC6 activator	KLF5 inhibitor	TRPC4 act
> O=C(CS(=O)CC(=O)N(c1ccccc1)C(C(=O)NC1CCCC1)c1cccs1)Nc1ccc(F)cc1 (stereo not drawn)
 : -0.2	i	-7	6	i	-2	i	i	i	29	i
> CCOC(=O)C(C)Sc1snnc1C (stereo not drawn)
 : 0.1	i	-6	8	i	-4	i	i	i	-30	i
> O=C(CSc1nnc(-c2ccco2)n1-c1ccccc1)NCCc1ccccc1
 : 0.0	i	-6	8	i	-4	i	i	i	-24	i
> CCCc1cc(=O)[nH]c(SCCCCN2C(=O)c3ccccc3C2=O)n1
 : 0.1	i	-3	22	i	6	i	i	i	-8	i
> O=C(N/N=C/c1cccnc1)c1ccccc1OCc1ccc(Cl)cc1
 : 1.8	i	-2	30	i	-3	-6*	i	i	-2	100*
